LYPLA2 inh: counter-screen for PME1 inhibitors: inhibitors of human LYPLA2; O95372; recombinant LYPLA2, FP-Rh probe fluorescence polarization; inhibition, % at 5.9 µM; hit rate 0.38% among 320,000;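 active = inhibition above the screen-wide mean plus 3 SD, limit set per campaign, cut at about 26% in these data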;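 also: 0% = LYPLA2 with DMSO and 100% = wells lacking LYPLA2 enzyme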
Target sequence (O95372 whole entry, looked up): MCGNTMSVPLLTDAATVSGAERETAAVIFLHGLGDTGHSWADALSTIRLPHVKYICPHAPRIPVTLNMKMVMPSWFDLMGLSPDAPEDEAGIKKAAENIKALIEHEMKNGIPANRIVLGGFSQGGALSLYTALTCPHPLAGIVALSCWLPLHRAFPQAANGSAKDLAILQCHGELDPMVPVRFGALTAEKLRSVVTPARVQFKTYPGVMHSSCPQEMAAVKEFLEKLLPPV
PP5 primary: blocks human protein phosphatase 5 activity. inhibition, % at 6.7 µM. P53041. purified PP5c, OMFP substrate fluorescence. hit rate 0.18% among 320,000;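 active = inhibition above the campaign's mean inhibition across all tested compounds plus 3 SD, cut at about 9.5% in these data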;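 also: 0% = DMSO only and 100% = 100 µM cantharidin control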
HCV core dimer: blocks dimerization of HCV core protein; TR-FRET GST/Flag-core106 dimerization, 1536-well; inhibition, % at 5 µM; hit rate 0.33% among 300,000; AID 1899;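 active = inhibition above the mean of all tested compounds plus 3 SD, set per screening campaign, cut at about 45% in these data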
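System: GST/Flag-tagged HCV core106 proteins. Incubation: compound-protein-antibody incubation 4 h at 22.5 °C. Technique: HTRF with 340 nm excitation, 617/671 nm emission. Medium: KF-containing HEPES buffer, pH 7.45, DTT, CHAPS, BSA. Read-out: inhibition (%) from 671 over 617 nm ratio. Also added: Eu(K)-anti-GST 90 ng/mL plus XL665-anti-Flag 1 µg/mL.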
Fh CTSL1 inh: blocks F. hepatica cathepsin L1 in PFM18AAP counter-screen | hit rate 0.49% among 300,000 | recombinant F. hepatica cathepsin L1, Z-Leu-Arg-MCA fluorescence | inhibition, % at 5.96 µM;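 active = inhibition above the mean of all tested compounds plus 3 SD, set per screening campaign, cut at about 17% in these data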;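 also: 0% = plate median of test compound wells and 100% = 1 µM Z-Phe-Ala-diazomethylketone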
TPT1 inhibitor: blocks Candida albicans tRNA 2'-phosphotransferase | recombinant caTPT1, FP RNA substrate dephosphorylation | inhibition, % at 5 µM | hit rate 0.81% among 300,000 | AID 1962;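 active = inhibition above the mean of all tested compounds plus 3 SD, set per screening campaign, cut at about 24% in these data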;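 also: plate controls were DMSO alone for no effect and ferristatin control at 100 nM for full effect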
PREPL inhibitor: inhibitors of human prolyl oligopeptidase-like enzyme PREPL; hit rate 0.68% among 320,000; recombinant PREPL, fluorescence polarization activity-based probe; inhibition, % at 5.96 µM; AID 2751; in the data active = inhibition above about 43%;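 also: 0% = enzyme with DMSO and 100% = wells lacking enzyme; many of its hits are not listed in these tables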
PP1 counter: counter-screen for PP5 inhibitors: inhibitors of human PP1-alpha | P62136 | purified PP1alpha, OMFP fluorescence | inhibition, % at 6.7 µM | hit rate 0.9% among 320,000;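 active = inhibition above the mean inhibition of all tested compounds plus 3 SD, computed separately for each screening campaign, cut at about 15% in these data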
Target sequence (P62136 whole entry, looked up): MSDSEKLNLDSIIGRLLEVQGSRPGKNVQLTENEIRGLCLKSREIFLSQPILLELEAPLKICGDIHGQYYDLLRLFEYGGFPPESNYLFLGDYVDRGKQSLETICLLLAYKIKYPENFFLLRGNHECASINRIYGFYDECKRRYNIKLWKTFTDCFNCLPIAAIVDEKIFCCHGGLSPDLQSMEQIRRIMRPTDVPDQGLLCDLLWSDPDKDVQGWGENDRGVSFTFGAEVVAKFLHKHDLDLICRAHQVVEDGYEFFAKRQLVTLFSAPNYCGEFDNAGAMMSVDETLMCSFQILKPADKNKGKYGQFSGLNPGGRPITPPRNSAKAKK
JMJD2C inh: inhibitors of human GASC-1 (JMJD2C) demethylase; Q9H3R0; GST-JMJD2C(1-420) H3K9me3 demethylation, DELFIA europium; inhibition, % at 2.35 µM; hit rate 0.069% among 330,000; AID 2099;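 active = more than half of a compound's replicate wells show inhibition beyond 50%, single wells judged on their own value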;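 also: signal counts dimethyl H3K9 product captured on neutravidin plate; 0% = median of DMSO wells and 100% = 0.3 times that DMSO median; strong numbers were not always called active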
Target sequence (Q9H3R0 1-420 limits assumed): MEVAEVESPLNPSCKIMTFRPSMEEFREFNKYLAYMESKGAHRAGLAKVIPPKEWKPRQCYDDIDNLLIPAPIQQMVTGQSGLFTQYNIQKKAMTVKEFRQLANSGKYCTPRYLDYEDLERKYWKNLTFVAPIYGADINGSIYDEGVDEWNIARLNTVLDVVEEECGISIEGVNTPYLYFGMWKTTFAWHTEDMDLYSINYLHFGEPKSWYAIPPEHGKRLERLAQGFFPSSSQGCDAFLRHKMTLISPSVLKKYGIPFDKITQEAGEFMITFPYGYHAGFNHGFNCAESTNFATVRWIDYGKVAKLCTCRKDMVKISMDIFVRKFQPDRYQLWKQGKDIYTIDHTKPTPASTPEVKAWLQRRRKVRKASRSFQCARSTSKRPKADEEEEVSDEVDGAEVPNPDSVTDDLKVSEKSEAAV
Efflux pump mplx: blocks antifungal efflux pumps in multiplex yeast assay. S. cerevisiae Candida pump triplex, Nile Red efflux. inhibition, % at 10 µM. hit rate 0.44% among 330,000. AID 485275;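 active = plate passing quality check with inhibition over a set limit, or well fluorescence over plate mean plus 4 SD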;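 also: Nile Red retained in pooled yeast measured as flow cytometry median fluorescence; 0% = buffer negative control and 100% = Enniatin B positive control; higher means more Nile Red kept so more efflux inhibition; some compounds called inactive have numbers as strong as hits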
An asterisk follows results filed as active; · = no result given; & = joins results of further samples. Some of the compounds tested. The share of hits here may be higher or lower than overall.

SMILES | LYPLA2 inh | PP5 primary | HCV core dimer | Fh CTSL1 inh | TPT1 inhibitor | PREPL inhibitor | PP1 counter | JMJD2C inh | Efflux pump mplx
COC(=O)CCc1c(C)c(C(=O)c2ccco2)c2ccccn12 | -7 | 2.8 | -3 | -5 | -6 | -1 | 1 | -4 | 0.1
COc1ccccc1C1NC(=O)NC(C)=C1C(=O)OC1CCCCC1 (stereo not given) | 3 | 4.3 | -42 | -6 | 2 | 2 | 6 | 8 | 0.2
COc1ccc(C(=O)Nc2ccccc2N2CCOCC2)cc1Br | -1 | 3.3 | 8 | 0 | -3 | 0 | -1 | -6 | 0.1
N#Cc1c(Nc2ccccc2)c(/C=N/NCCO)c[nH]c1=O | -1 | 0.2 | 1 | -2 | -2 | 3 | 3 | -19 | -0.1
CCCNC(=O)N1CCN(S(=O)(=O)c2ccc(C)c(C)c2)CC1 | 1 | 0.7 | -2 | -1 | -2 | 19 | -1 | 7 | -0.1
Cc1ccccc1NS(=O)(=O)c1csc(C(N)=O)c1 | 3 | 0.3 | -3 | 1 | -2 | 8 | 0 | 8 | 0.0
COc1ccc(C(C(=O)NC2CCCC2)N(Cc2ccccc2)C(=O)c2nsc(Cl)c2Cl)cc1 (stereo not given) | -16 | 1.0 | 15 | 1 | 0 | 8 | 8 | 0 | 0.3
CC(=O)Nc1ccc(NC(=O)C2CCCN2C(=O)Nc2cccc(F)c2)cc1 (stereo not given) | 0 | 1.7 | -8 | -1 | -3 | 12 | 0 | -9 | -0.6
CC(C)Sc1nnc(Nc2ccccc2)s1 | 19 | 3.8 | -2 | 5 | -3 | 14 | 2 | 3 | -0.1
CCC(C)(C)NC(=O)C(c1ccccc1Cl)N(C(=O)CCC(=O)Nc1cc(C)on1)c1ccc(NC(C)=O)cc1 (stereo not given) | 6 | 0.4 | 0 | 0 | -1 | 0 | -1 | 11 | -0.1
Cc1ccc(Cl)cc1NC(=O)COC(=O)CC1CC2CCC1C2 (stereo not given) | 2 | 4.3 | -1 | -8 | 1 | 7 | -1 | 8 | 0.0
Cc1[nH]nc(NNC(=O)c2ccccc2)c1[N+](=O)[O-] | 5 | 0.0 | -1 | -1 | -3 | -12 | -7 | -3 | 0.2
Cc1ccc(S(=O)(=O)N2CCN(c3ccc([N+](=O)[O-])cn3)CC2)cc1 | -4 | -2.0 | 3 | 0 | 3 | -44 | -1 | -27 | -0.2
CCCCc1nnc(NC(=O)CSc2nc(=O)cc(N)n2-c2cccc(C)c2)s1 | 7 | 2.1 | 0 | -1 | -1 | -5 | 1 | -10 | 0.1
C/C(=N/NC(=O)CNC(=O)c1ccco1)c1ccco1 | 4 | 0.7 | 2 | -2 | -2 | 3 | 1 | 4 | 0.0
CCC(C(=O)OCC(=O)NC(=O)NC(C)(C)C)c1ccccc1 (stereo not given) | 5 | 1.8 | 3 | 2 | 2 | 8 | -2 | 5 | 0.1
CC1=Nc2ccc(C)c3nc(C)cc(c23)N1c1ccc(C)cc1 | -11 | 2.9 | 0 | -2 | -2 | 14 | -6 | 4 | 0.1
Cc1ccc(NS(=O)(=O)c2ccc(/C=C/C(=O)O)cc2)cc1Cl | -1 | -0.6 | -7 | 2 | 1 | 3 | 2 | -6 | 0.1
CCOC(=O)c1ccc(S(=O)(=O)N2CCN(C(=O)c3nn(C)c(=O)c4ccccc34)CC2)cc1 | 15 | 0.3 | 1 | 8 | -4 | 4 | -2 | 8 | 0.0
O=C(CN(Cc1ccc(F)cc1)C(=O)c1csnn1)NCc1ccc2c(c1)OCO2 | -2 | 1.6 | -6 | 7 | -2 | 6 | -3 | 1 | 0.0
O=C(CCn1cccc1)Nc1nccs1 | 0 | -3.3 | -3 | -1 | -2 | -2 | -1 | -2 | 0.0
CCOc1ccc(OCCSc2nc3ccccc3[nH]2)cc1 | -3 | 2.5 | -2 | 1 | -2 | -12 | 4 | 5 | 0.0
Cc1onc(-c2ccccc2Cl)c1C(=O)NCCN1Cc2ccccc2C1=O | -1 | -1.0 | 2 | -2 | -2 | -3 | -2 | 0 | -0.2
CCc1ccc2[nH]c(=O)c(C(c3nnnn3CC3CCCO3)N3CCCc4ccccc43)cc2c1 (stereo not given) | -4 | 3.1 | 16 | 1 | 6 | 0 | 1 | 5 | 0.3
Oc1c(Br)cc(/C=N/NC(=S)NCC2CCCO2)cc1Br (stereo not given) | -1 | 4.1 | -5 | 5 | 3 | 1 | 0 | 3 | -0.1
CCOC(=O)C1CCCN(C(=O)c2ccc3c(c2)OCO3)C1 (stereo not given) | 2 | 0.7 | -1 | 3 | -5 | -1 | 0 | -5 | -0.1
CCC(Oc1ccccc1)C(=O)Nc1cc(Cl)ccc1-n1cncn1 (stereo not given) | 5 | 2.7 | 1 | 3 | 4 | 7 | -12 | -7 | -0.1
CCOC(=O)CSc1nc2c(c(=O)n1-c1ccc(OCC)cc1)SCC2 | 2 | 0.9 | -1 | -2 | -4 | -5 | -2 | 7 | -0.1
Cc1sc2ncnc(N3CCC(C(=O)NNC(=O)COc4ccc(Br)cc4)CC3)c2c1C | 2 | 0.3 | 1 | -9 | -1 | 4 | -1 | -4 | -0.1
CCOc1ccc(NC(=O)CN2CCN(CC(=O)Nc3ccc(Cl)c(C(F)(F)F)c3)CC2)cc1 | -15 | 8.4 | 0 | 4 | 0 | 4 | 3 | -9 | 0.0
Cc1ccc(C(=O)Nn2c(C)nc3ccccc3c2=O)cc1C | 0 | 3.2 | 3 | -2 | -4 | 6 | -5 | -2 | -0.1
CC(C)(CSc1nncn1/N=C/c1ccco1)NS(=O)(=O)c1ccc(Cl)cc1 | 7 | -0.9 | 3 | 2 | -5 | -3 | -3 | -11&-8 | 0.2
Cc1cc(C)c(S(=O)(=O)N(C)Cc2cnn(C)c2)c(C)c1 | 6 | 2.5 | -4 | 3 | -1 | -6 | -3 | 1 | -0.1
Cc1nn(CCC#N)c2[nH]c(=O)cc(C(F)(F)F)c12 | 2 | -1.6 | -1 | -1 | -1 | 1 | 3 | -8 | 0.2
COc1ccc(C(=O)Cn2nnc(-c3cccs3)n2)cc1 | 11 | 3.6 | 2 | -2 | -4 | 0 | -1 | 8 | 0.2
O=S(=O)(NCC(c1ccco1)N1CCN(c2ccccc2F)CC1)c1ccccc1 (stereo not given) | 2 | 5.1 | -7 | -4 | -3 | 7 | 3 | -10 | 0.1
O=C(Nc1ccccc1Oc1cccnc1)C1CCCN(C/C=C/c2ccc(F)cc2)C1 (stereo not given) | -1 | 1.3 | 14 | -1 | -4 | -9 | 1 | -24 | 0.0
Nc1n[nH]c(N)c1N=Nc1cccc(F)c1 | 11 | 3.1 | -25 | 2 | -4 | 22 | 2 | 11 | -0.5
CCc1nnc(NC(=O)CSc2nnc(CNc3cccc(Cl)c3)n2CC)s1 | 1 | -0.6 | -3 | 4 | 0 | 10 | 2 | 0 | -0.1
CCc1ccc(C(C)NC(=O)c2cc(C)oc2C)cc1 (stereo not given) | 0 | 2.8 | 17 | 2 | 6 | 1 | -2 | 7 | -0.2
O=C(NCCS(=O)(=O)N1CCN(c2ccccc2F)CC1)c1ccc(Br)cc1 | 26 | -1.8 | 0 | 1 | 0 | -17 | -3 | -17 | -0.1
CCOCC(=O)Nc1cc(Cl)ccc1C | 4 | 0.3 | -5 | -3 | -4 | -5 | -3 | -1 | 0.2
COC(=O)CSc1nc(NCc2ccccc2)nc(N(C)C)n1 | -2 | -0.1 | -5 | 4 | 0 | 1 | -2 | 4 | 0.3
CN(C)C(=O)N(CCCN1CCOCC1)Cc1cccc2ccccc12 | 1 | -0.3 | -3 | -6 | -3 | 29 | -2 | -28 | -0.2
CCn1nc(C)c(/C=N/NC(=O)Cn2cncn2)c1C | 10 | 3.6 | -14 | -4 | -1 | 6 | 2 | 16 | -0.1
COc1ccc(N(CC(=O)Nc2cccc(N(C)S(C)(=O)=O)c2)S(=O)(=O)c2ccc(C)cc2)cc1 | -5 | 3.1 | 5 | -2 | 1 | 15 | -1 | 14 | 0.4
CC1CCCCC1NC(=O)CCS(=O)(=O)c1cccc2nonc12 (stereo not given) | -1 | 1.2 | -1 | -10 | -3 | -6 | -5 | 1 | 0.0
O=C(N/N=C/c1cc2ccccc2nc1Cl)/C(=C/c1cccs1)NC(=O)c1ccccc1 | -89 | 0.5 | 39 | 12 | 10 | -15 | 18* | -5 | -0.1
O=C(O)/C=C/C(=O)NNC(=O)c1ccc(Cl)cc1Cl | 0 | 1.3 | -5 | -1 | -9 | -6 | -2 | 1 | 0.2
CC(NC(=O)NCCCC(=O)O)(C(F)(F)F)C(F)(F)F | 5 | -1.2 | 1 | 4 | -5 | 28 | 0 | 1 | -0.1
Cc1ccc2nc(C)c(C(=O)NN=C3CCN(C)CC3)n2c1 | 2 | -2.5 | 0 | 0 | -1 | 0 | -9 | 119 | 0.0
COc1ccc2c(CC(=O)NCC3CCC(C(=O)O)CC3)cc(=O)oc2c1 (stereo not given) | -1 | 3.7 | -8 | 2 | 2 | -10 | -3 | 1 | 0.1
CC1(C)C(=O)C2(C(=O)NCc3ccccc3)CCC1C2 (stereo not given) | -1 | 0.0 | 2 | 0 | 0 | -2 | -1 | -32 | 0.0
CC(C)CC(=O)N1CCN(S(=O)(=O)c2ccc(C3CCCCC3)cc2)CC1 | 6 | 4.7 | · | · | · | -17 | -2 | 4 | 0.1
O=C(/C=C/c1ccccc1)Nn1cnnc1 | 7 | -0.6 | -4 | -1 | 0 | 4 | -3 | 0 | 0.1
Cc1cccc(C)c1NC(=O)Cn1nnc(-c2ccc(CN3CCC(C)CC3)cc2)n1 | 5 | 0.3 | -1 | -4 | 3 | 1 | -3 | -3 | -0.1
CCN(c1ccc(NC(=O)COC(=O)c2ccc(C)s2)cc1)C(C)C | 4 | 0.2 | 0 | -2 | 0 | 9 | 2 | 2 | 0.0
COC(=O)[C@@]12CCCN1[C@H](c1ccc(-c3ccc(C(C)=O)cc3)c(OC)c1)[C@H]1C(=O)N(C)C(=O)[C@H]12 | 1 | 4.9 | 1 | 1 | 0 | -2 | -1 | 2 | 0.0
CSc1ccc(CN2CCN(CCC(C)C)C(CCO)C2)cc1 (stereo not given) | 6 | 0.2 | -7 | 5 | -3 | 20 | -7 | -3 | -0.1
CC(NC(=O)C1CCN(C(=O)c2ccc(F)cc2)CC1)c1ccc(-n2ccnc2)cc1 (stereo not given) | -5 | 0.2 | · | · | · | 9 | -4 | 4 | 0.1

The results go on.
SMILES | LYPLA2 inh | PP5 primary | HCV core dimer | Fh CTSL1 inh | TPT1 inhibitor | PREPL inhibitor | PP1 counter | JMJD2C inh | Efflux pump mplx
COc1cc(/C=N/NC(=O)C(=O)NCc2cccnc2)ccc1O | -3 | 4.4 | -8 | 1 | 2 | -12 | 4 | -9 | 0.0
CC(/C=C/c1ccc2c(c1)OCO2)=N\NC(=O)COc1ccccc1C | -3 | 0.1 | -8 | 3 | 1 | 9 | 2 | 9 | -0.1
CC(=O)Nc1ccc(C(=O)NNS(=O)(=O)c2ccc(C)cc2)cc1 | 2 | 1.8 | -1 | -4 | 1 | 7 | 3 | 6 | 0.3
COc1cccc(NC(=O)COC(=O)c2cccnc2)c1 | 1 | 2.4 | 3 | -5 | 7 | 1 | 1 | 8 | 0.0
